E-sel TNF inh – E-selectin induction blockers in HUVEC – imaging, immunofluorescence, high content, primary screen. HUVEC TNFa-induced E-selectin immunofluorescence. inhibition, % at 2 µM. 120,000 compounds, 0.71% hits. AID 1246, 2008;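 active = inhibition above the batch mean plus 3 SD, and confirmed as a hit on visual image review, cut at about 43% in these data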;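 also: 0% = TNF-stimulated DMSO wells and 100% = unstimulated control wells; not every result past the cut was called active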
bCat KO growth – primary screen for growth suppressors in beta-catenin knockout HCT116 cells (colon tumor, human) | HCT116 beta-catenin knockout viability, CellTiter-Glo, 60 h; stronger effect = lower value | 140,000 compounds, 1.5% hits | viability, % at 10 µM;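 active = viability at or under a set limit, the compound median less 4 SD, cut at about 6% in these data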;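 also: 0% = Hyamine 1622 control at 20 µM and 100% = untreated cell control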
GALR2 blocker – GALR2 antagonists in receptor-expressing cells, primary screen; Galanin receptor type 2 (Homo sapiens), O43603; antagonist mode; inhibition, % at 4 µM; 140,000 compounds, 0.39% hits; in the data active = inhibition above about 27%;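 also: cells stimulated with galanin 1-16 at roughly its EC80; 0% = agonist challenge control and 100% = basal control without agonist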
Target sequence (O43603 whole entry, looked up): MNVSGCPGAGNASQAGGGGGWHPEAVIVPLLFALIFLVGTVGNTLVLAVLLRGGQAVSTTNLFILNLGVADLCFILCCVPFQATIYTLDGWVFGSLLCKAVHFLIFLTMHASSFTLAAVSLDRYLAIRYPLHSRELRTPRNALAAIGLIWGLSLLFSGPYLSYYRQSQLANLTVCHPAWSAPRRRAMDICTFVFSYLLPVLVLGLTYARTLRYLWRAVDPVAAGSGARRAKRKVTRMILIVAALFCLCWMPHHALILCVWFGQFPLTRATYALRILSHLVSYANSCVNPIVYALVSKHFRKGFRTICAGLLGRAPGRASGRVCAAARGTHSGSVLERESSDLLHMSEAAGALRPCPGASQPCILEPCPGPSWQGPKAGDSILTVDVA
MRP1 act – H69AR viability gain despite doxorubicin, primary screen, MRP-1 activator project, H69AR cells, CellTiter-Glo. viability rescue. viability increase, % at 10 µM. 140,000 compounds, 0.61% hits. AID 799, 2007;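 active = viability gain under doxorubicin at or above a set limit, the compound median plus 3 SD, cut at about 4.7% in these data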;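 also: MRP-1 overexpressing cells given doxorubicin 25 µM after compound pretreatment; 18-22 h compound pretreatment then 72 h with doxorubicin before readout; 0% = doxorubicin-only wells and 100% = vehicle-treated cells without doxorubicin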
Phagocyt inh – inhibitors of macrophage phagocytosis, primary screen, imaging, J774A.1 cells, IgG beads; J774A.1 macrophage IgG-bead phagocytosis; inhibition, % at 5 µM; 110,000 compounds, 0.07% hits;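 active = inhibition above the mean of the plate negative controls plus 5 SD, cut at about 13% in these data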;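 also: phagocytic index as fraction of beads internalized from green versus red external bead signal; plate controls were DMSO negative control for no effect and cytochalasin-D positive control for full effect; some results beyond the cut were filed as inactive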
HCT116 PTEN-null – growth suppression of PTEN-null HCT116, primary screen, cell-based, CellTiter-Glo. HCT116 PTEN-null viability, 60 h; stronger effect = lower value. viability, % at 10 µM. 140,000 compounds, 1.2% hits. AID 827, 2007;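 active = viability at or below a set limit, 4 SD under the median of all tested compounds, cut at about 3.7% in these data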;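 also: PTEN knockout HCT116 line with beta catenin targeted HCT116 as companion control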
Yeast lifespan up – compounds extending yeast replicative lifespan, primary screen, S. cerevisiae, OD615; S. cerevisiae growth with nicotinamide; deaD strain in restrictive glucose medium; inhibition of the nicotinamide effect, % at 10 µM; 130,000 compounds, 0.68% hits;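 active = inhibition above a set limit, placed 3 SD over the median of all compounds, cut at about 26% in these data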;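 also: 0% = nicotinamide-treated wells and 100% = cells grown without nicotinamide; some compounds called inactive have numbers as strong as hits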
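Test system – modified budding yeast, DeaD strain · Compound – single dose 10 µM compound, 0.25% DMSO · Times – culture preincubation 4 h, compound exposure 48 h, both 30 °C · Detection – optical density (absorbance) at 615 nm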
NPY Y2 blocker – NPY-Y2 receptor antagonists, primary screen, cell-based | NPY-Y2 expressing cells, antagonist mode | inhibition, % at 2.7 µM | 140,000 compounds, 0.99% hits; in the data active = inhibition above about 17%;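 also: 0% = vehicle with agonist challenge and 100% = reference antagonist with challenge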
Target sequence (P49146 whole entry, looked up): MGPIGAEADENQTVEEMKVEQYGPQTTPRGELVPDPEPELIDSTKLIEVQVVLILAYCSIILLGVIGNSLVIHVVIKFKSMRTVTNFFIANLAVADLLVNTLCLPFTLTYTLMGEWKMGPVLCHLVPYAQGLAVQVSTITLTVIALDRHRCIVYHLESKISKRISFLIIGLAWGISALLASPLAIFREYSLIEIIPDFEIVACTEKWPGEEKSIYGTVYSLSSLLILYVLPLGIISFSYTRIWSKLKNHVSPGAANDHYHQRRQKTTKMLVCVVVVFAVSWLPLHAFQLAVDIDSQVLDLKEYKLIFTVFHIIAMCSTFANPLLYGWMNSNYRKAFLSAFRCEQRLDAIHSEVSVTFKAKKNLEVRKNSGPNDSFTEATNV
Measles CPE – compounds protecting cells from measles virus cytopathic effect, primary screen, measles RdRp inhibitor project, single point, MLSMR library, absorbance; protection (pct of control), % at 4 µM; AID 841, 2007; Measles virus-infected cells, CPE protection; 140,000 compounds, 1.5% hits; in the data active = protection mostly above about 24%, no sharp cut-off; inactive = mostly below about 26%; also: some compounds called inactive have numbers as strong as hits
BB579 growth dn – growth inhibitors of yeast BB579 in restrictive medium, primary screen, yeast lifespan-shortening project, S. cerevisiae; AID 804, 2007; 140,000 compounds, 0.51% hits; OD615, 48 h; inhibition, % at 10 µM;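 active = inhibition above a set limit, 3 SD over the mean compound inhibition, cut at about 44% in these data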; also: inactives centre near -24
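Test system: DeaD yeast strain BB579 / Buffer or medium: restrictive glucose-based CSMM-D medium / Doses: single 10 µM dose / Schedule: 4 h cell preincubation, 48 h compound exposure, 30 °C humidified / Technique: culture absorbance at 615 nm / Controls: amphotericin B positive control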
Active calls of the source: *; · = not tested or not shown. Compounds as they come, and some 6.4% of all compounds hit somewhere here.

SMILES | E-sel TNF inh | bCat KO growth | GALR2 blocker | MRP1 act | Phagocyt inh | HCT116 PTEN-null | Yeast lifespan up | NPY Y2 blocker | Measles CPE | BB579 growth dn
CCN1C=C(Cc2ccccc2C)C2=C(C1)C(c1ccccc1C)C(C#N)=C(N)O2 (stereo unspecified) | 24 | 36 | -11 | -6.5 | 0 | 27 | -18 | 4 | 10 | -30
COc1ccc(CC(=O)Nc2nnc(-c3cccc([N+](=O)[O-])c3)s2)cc1 | -27 | 92 | 5 | -1.8 | · | 88 | -2 | 3 | 13 | -35
Cc1cc(C)c(C#N)c(SCS(=O)Cc2ccccc2)n1 (stereo unspecified) | · | 93 | -2 | -2.4 | -3 | 95 | -4 | 5 | 5 | -40
CCc1ccc(S(=O)(=O)N2CC(=O)Nc3ccccc32)cc1 | 13 | 95 | -4 | -2.6 | · | 85 | -6 | 3 | 4 | 6
COc1ccc([N+](=O)[O-])cc1NC(=O)c1ccc(CN(c2ccccc2)S(C)(=O)=O)cc1 | · | 89 | -1 | -3.0 | · | 80 | 8 | 3 | 4 | -38
O=C(NC1CCCCCC1)C1CCN(S(=O)(=O)c2ccc(F)cc2)CC1 | 11 | 78 | 9 | -1.4 | -3 | 83 | -10 | 4 | 4 | -13
COc1ccc(OC)c(C2CC(=O)c3c([nH]c(C(=O)OC(C)C)c3C)C2)c1 (stereo unspecified) | 12 | 14 | 13 | -0.8 | 0 | 15 | -2 | 9 | 1 | -62
Cc1ccc(CCN2CC(C(=O)N3CCN(c4ccc(F)cc4)CC3)CC2=O)cc1 (stereo unspecified) | -13 | 76 | -2 | -1.3 | · | 79 | -16 | 0 | 33 | -26
COc1cc(NC(=O)CSc2nnc(Cn3nnc4ccccc43)n2C)cc(OC)c1 | 9 | 82 | 9 | -1.6 | · | 93 | · | 1 | 18 | -9
CCSc1oc(-c2ccccc2)nc1S(=O)(=O)c1ccccc1 | -24 | 86 | -2 | -1.1 | 0 | 103 | -7 | 3 | 24 | -41
COc1ccc(OCCSCc2nnc(NC(=O)Nc3ccc(Cl)cc3)s2)cc1 | -3 | 42 | -15 | -5.3 | -2 | 35 | 2 | 0 | 6 | -38
O=C(NCCc1csc(-c2cccnc2)n1)c1ccco1 | -6 | 102 | -3 | -2.3 | 1 | 91 | -7 | 0 | 7 | 19
CN(C)C(=O)/C(C#N)=C\c1cc(Br)c(Sc2ccc(Cl)cc2)o1 | · | 21 | -21 | -5.4 | -3 | 13 | 1 | 7 | 24 | -19
Fc1ccc(Cn2nnnc2C(c2ccc(Cl)cc2)N2CCSCC2)cc1 (stereo unspecified) | -19 | 64 | -1 | -0.8 | -1 | 64 | -4 | 4 | 11 | -95
CCCOC(=O)C1=C(C)NC2=C(C(=O)C(C(=O)OC)C(C)C2)C1c1ccc(N(CC)CC)cc1 (stereo unspecified) | 1 | 79 | -21 | -2.0 | · | 68 | -1 | -3 | 3 | -25
CCOc1cc2[nH]c(=O)n(Cc3cccc(OC)c3)c(=O)c2cc1OCC | -10 | 39 | 4 | -5.0 | 5 | 27 | -14 | 1 | 5 | -9
Cc1c(/C(O)=C2\C(=O)C(=O)N(CCN(C)C)C2c2cccs2)cnn1-c1ccccc1 (stereo unspecified) | -39 | 97 | -3 | -0.8 | · | 96 | -22 | 2 | 4 | -36
CCn1cc(C2=NCC(C)O2)c2ccccc21 (stereo unspecified) | -24 | 96 | -5 | -1.6 | 3 | 111 | -13 | 1 | 2 | -22
CCOC(=O)c1nc2nc(C)cc(=O)n2[nH]1 | -36 | 97 | 4 | -0.3 | 0 | 103 | -3 | 2 | 12 | -15
CCn1c(C2CC(=O)N(c3cc(C)cc(C)c3)C2)nc2ccccc21 (stereo unspecified) | -24 | 79 | 6 | -0.8 | 0 | 72 | -7 | 1 | 8 | -20
O=C(CN1C(=O)c2ccccc2C1=O)NCC(=O)OCC(=O)c1ccc(Cl)cc1 | -3 | 102 | 1 | -0.8 | -5 | 90 | 2 | 4 | 8 | -45
Cc1ccc(O)c(N=Cc2sc3ccccc3c2Cl)c1 | · | 72 | 12 | -3.3 | · | 73 | 4 | 6 | 27 | -30
COc1cnc(NS(=O)(=O)c2ccc(N)cc2)nc1 | · | 95 | -9 | -1.1 | · | 94 | 6 | 2 | 14 | -17
CC(C)[C@@H]1NC(=O)c2cc([N+](=O)[O-])cc(I)c2NCCC[C@@H](C(=O)NC(CC(=O)O)C(N)=O)NC(=O)[C@H](CO)NC1=O (stereo partly specified) | -14 | 98 | -1 | -0.7 | · | 89 | 9 | 2 | 6 | -28
Cc1c(C(=O)NCc2ccc(F)cc2)c(-c2ccccc2)nn1-c1ccccc1 | -6 | 100 | -12 | -1.5 | 0 | · | -6 | 3 | 5 | -32
CCCn1c(SCC(=O)Nc2sc(C)c(C)c2C(=O)OCC)nc2c1c(=O)n(C)c(=O)n2C | 4 | 115 | -4 | -0.8 | 1 | 109 | -5 | -4 | 31* | -46
Cc1cc(C)c(C#N)c(SCC(=O)c2ccc(Cl)cc2Cl)n1 | 3 | 62 | 12 | -0.3 | · | 43 | -22 | 2 | 4 | -25
O=C(Nc1ccc(Cl)cc1)/C(=C/c1cccc(O)c1)c1nc2ccccc2s1 | -15 | 2.2* | 4 | -4.8 | -2 | 1.9* | -3 | 13 | 3 | -28
COCCNCCCCOc1ccc(Br)cc1C | 2 | 50 | 1 | -4.2 | 0 | 46 | -2 | 1 | 4 | -39
N#CC1=C(N)Oc2cc(O)ccc2C1c1cccs1 (stereo unspecified) | -4 | 84 | 1 | -1.8 | -1 | 85 | 1 | -3 | 5 | -31
Cc1ccc(P(=O)(O)c2ccc(C)cc2)cc1 | -27 | 100 | 8 | 1.0 | 0 | 91 | -6 | 2 | 20 | -11
CCCCCc1c(C)nc(Nc2nc(C)c3cc(OC)ccc3n2)[nH]c1=O | · | 57 | -6 | -5.0 | -1 | 64 | -6 | 2 | 10 | -26
CC(C)CCNC(=O)CSc1nc2ccsc2c(=O)n1NC(=O)c1ccccc1 | -10 | 89 | 6 | 2.7 | -4 | 93 | 0 | -1 | 8 | -21
COc1ccc(-c2c(C)oc3c(CN4CCN(CCO)CC4)c(O)ccc3c2=O)cc1OC | 7 | 93 | 7 | -5.1 | 0 | 89 | 15 | 2 | 2 | -32
O=C(COC(=O)c1cccs1)Nc1ccccc1 | 10 | 86 | 2 | -0.9 | 0 | 84 | -32 | 1 | 8 | -16
O=C(/C=C/c1ccco1)NC(=S)Nc1nc(-c2ccc3ccccc3c2)cs1 | -18 | 13 | -1 | -5.5 | · | 9 | 0 | 5 | 11 | -27
CCc1cc(C(=O)OC)c(NC(=O)C2CC(=O)NN2Cc2ccccc2)s1 (stereo unspecified) | 19 | 94 | -5 | -5.2 | 2 | 78 | -15 | 1 | 23* | -26
CC(Sc1nnc(Cc2ccc([N+](=O)[O-])cc2)o1)C(N)=O (stereo unspecified) | -17 | 85 | 1 | -1.6 | · | 102 | -18 | 0 | 19 | -20
Cc1ccc2oc(-c3cccc(NC(=O)Cc4cccs4)c3)nc2c1 | -11 | 73 | 1 | -3.0 | · | 71 | -7 | 0 | 3 | -8
COc1ccc([N+](=O)[O-])cc1NC(=O)C(C)Sc1nc(C)c(C)c(C)n1 (stereo unspecified) | 18 | 80 | 0 | -1.4 | -2 | 80 | 3 | 0 | 8 | 3
Cc1nnc(NC(=O)CSc2nnc(Cc3ccccc3)n2Cc2ccccc2)s1 | 14 | 93 | -9 | -0.7 | -2 | 100 | 1 | 0 | 23 | -62
COC(=O)C1=C(C)N=C2SC(C#N)=C(N)N2C1c1cc(OC)c(OC)c(OC)c1 (stereo unspecified) | -32 | 94 | 1 | -3.2 | -2 | 92 | -2 | 7 | 11 | -4
CCCn1nnc(NC(=O)c2cccc(Cl)c2)n1 | -10 | 98 | 1 | 0.1 | · | 88 | -2 | 2 | 4 | -39
CCOc1ccc(C(=O)CSc2nnc(C3CC3)n2C)cc1 | 0 | 98 | 2 | 1.4 | · | 91 | · | 6 | 9 | -21
O=C(OCc1cn(-c2ccc(Cl)c(Cl)c2)nn1)c1ccccc1Cl | 2 | 102 | -12 | -2.0 | 1 | 97 | -3 | 1 | 7 | -10
CCNC(=S)N(Cc1cc2cccc(C)c2[nH]c1=O)C1CCCC1 | 12 | 96 | 5 | -2.7 | -3 | 92 | 1 | 7 | 6 | -8
COCCOC(=O)C1=C(C)NC(=O)CC1c1cc2c(cc1Br)OCO2 (stereo unspecified) | -6 | 89 | -23 | -1.6 | -1 | 92 | -10 | 4 | 9 | -6
Cc1cc(C(=O)N2CCN(c3cccc(Cl)c3)CC2)c(C)o1 | · | 44 | -3 | -2.3 | -1 | 35 | -15 | 3 | 6 | -54
CN(Cc1nc2ccccc2c(=O)[nH]1)C(=O)c1ccc(S(=O)(=O)N(C)C)cc1 | 12 | 87 | 11 | -2.8 | -1 | 92 | -6 | 1 | 16 | -34
O=C1c2ccccc2CC1Sc1nnc(-c2ccncc2)o1 (stereo unspecified) | -3 | 91 | 7 | -5.5 | -1 | 91 | -23 | 1 | 8 | -20

Printed as active in Measles CPE, of those listed so far:
Structure	E-sel TNF inh	GALR2 blocker	Phagocyt inh	Yeast lifespan up	NPY Y2 blocker	Measles CPE
CCCn1c(SCC(=O)Nc2sc(C)c(C)c2C(=O)OCC)nc2c1c(=O)n(C)c(=O)n2C	4	-4	1	-5	-4	31*
CCc1cc(C(=O)OC)c(NC(=O)C2CC(=O)NN2Cc2ccccc2)s1 (stereo unspecified)	19	-5	2	-15	1	23*

Next compounds
SMILES | E-sel TNF inh | bCat KO growth | GALR2 blocker | MRP1 act | Phagocyt inh | HCT116 PTEN-null | Yeast lifespan up | NPY Y2 blocker | Measles CPE | BB579 growth dn
Cc1[nH]n(-c2ccccc2)c(=O)c1C1(C(F)(F)F)C(=O)N(c2ccc(F)cc2)C2=C1C(=O)CC(C)(C)C2 (stereo unspecified) | -5 | 94 | 0 | -2.0 | -1 | 86 | -3 | 0 | 7 | -8
Clc1ccc(-c2nc3nc4ccccc4nc3n2Cc2ccco2)cc1 | · | 72 | -11 | -3.0 | 0 | 72 | -19 | 11 | 28 | -38
Cc1ccc(-c2cnc(NC(=O)c3cccc(Br)c3)s2)c(C)c1 | -22 | 86 | -13 | 4.4 | 0 | 84 | -5 | 3 | 0 | -11
Cc1cc(NCc2ccccn2)ccc1Br | -20 | 87 | 6 | -0.7 | -2 | 88 | -31 | 1 | 15 | -40
Cc1ccccc1NN1C(=O)C=CC1=O | · | 95 | 6 | -0.2 | -1 | 106 | 0 | 1 | 28 | -38

Screening results as filed in PubChem BioAssay.
